rCAG RNA binder: r(CAG) repeat RNA binding; AID 651821; TO-PRO-1 dye displacement fluorescence; inhibition, % at 3 µM; hit rate 1.3% among 370,000;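 active means inhibition above the plate cutoff, the mean of all test compounds on that plate plus 3 SD, cut at about 35% in these data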;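 further: 0% = DMSO alone and 100% = 100 µM mitoxantrone as full dye displacement; higher means more dye released from RNA so lower well fluorescence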
SIAE primary: human SIAE inhibition, primary screen. SIAE FP-Rh probe binding, fluorescence polarization. hit rate 0.69% among 370,000. AID 1053197. Q9HAT2. inhibition, % at 9.66 µM;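 active means inhibition above a cutoff: mean of compounds within the control limits plus 3 SD of those, cut at about 17% in these data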;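 further: 0% = plate median of compound wells and 100% = probe without SIAE protein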
TCR CD3 inh: inhibitors of human TCR-CD3 interaction. TAMRA-labeled TCR probe fluorescence, biochemical. inhibition, % at 9.4 µM. hit rate 0.37% among 360,000. AID 651800; in the data active means inhibition above about 19%;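 further: recombinant mutant TCR 2C K166C tagged with TAMRA read by polarization; 0% = receptor in buffer alone and 100% = receptor with positive control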
mABHD4 FP: ABHD4 (mouse) inhibition, primary FP screen. purified mABHD4, FP-Rh probe fluorescence polarization. inhibition, % at 8.92 µM. Q8VD66. hit rate 0.54% among 370,000;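 active means inhibition exceeding the mean over every tested compound plus 3 SD, cut at about 30% in these data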;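 further: 0% = plate median of compound wells and 100% = S159A mutant with DMSO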
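assay system = mABHD4 protein | compound dosing = single nominal dose of 8.92 µM, 0.89% DMSO final | read-out basis = percent inhibition of probe binding, normalized to plate controls | schedule = Enzyme–compound pre-incubation 45 min, then probe 60 min, both 25 °C | detection = fluorescence polarization, excitation 525 nm, emission 598 nm, BODIPY TMR filters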
PG9 Ab binder: small molecules binding HIV-1 gp120 antibody PG9; TR-FRET gp120-PG9 antibody binding; inhibition, % at 6.7 µM; hit rate 0.43% among 360,000; AID 624416; in the data active means inhibition above about 8.5%
PRMT1 FP inh: PRMT1 (human) inhibition, primary screen. Q99873. recombinant PRMT1, activity-based probe fluorescence polarization. inhibition, % at 2.79 µM. hit rate 1.3% among 370,000;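 active means inhibition above about 21% made by adding two undisclosed values, limit read from the data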
LEDGF integ inh: blocks HIV-1 LEDGF/p75-dependent DNA integration; TR-FRET IN-LEDGF/p75 DNA integration, Eu/Cy5; inhibition, % at 3.7 µM; hit rate 0.64% among 370,000;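 active means inhibition above the screen-wide mean plus 3 SD, cut at about 13% in these data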;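 further: signal is the Cy5 over europium emission ratio at 671 and 618 nm; 0% = plate median of compound wells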
HTRA1 inh: HTRA1 (human) protease inhibition. Q92743. recombinant HTRA1, FP-rhodamine activity-based probe, fluorescence polarization. inhibition, % at 5.96 µM. hit rate 0.5% among 340,000. AID 504803; in the data active means inhibition above about 36%;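 further: 0% = enzyme with DMSO and 100% = wells lacking enzyme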
Target sequence (Q92743 whole entry, looked up): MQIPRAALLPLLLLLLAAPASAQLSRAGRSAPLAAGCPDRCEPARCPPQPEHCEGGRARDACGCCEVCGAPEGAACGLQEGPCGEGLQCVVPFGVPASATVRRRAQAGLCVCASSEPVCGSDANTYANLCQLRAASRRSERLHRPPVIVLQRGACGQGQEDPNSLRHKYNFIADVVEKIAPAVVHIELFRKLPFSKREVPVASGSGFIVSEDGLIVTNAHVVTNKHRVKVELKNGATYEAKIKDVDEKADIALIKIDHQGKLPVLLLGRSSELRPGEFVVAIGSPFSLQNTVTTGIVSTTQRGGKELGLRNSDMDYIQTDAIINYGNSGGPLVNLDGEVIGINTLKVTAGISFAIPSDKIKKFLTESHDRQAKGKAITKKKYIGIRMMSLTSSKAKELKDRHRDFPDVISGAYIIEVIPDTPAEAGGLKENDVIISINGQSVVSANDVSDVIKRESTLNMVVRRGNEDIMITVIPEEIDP
TDP2 inh: TDP2 (human) inhibition, absorbance primary screen; recombinant TDP2, T5PNP hydrolysis, p-nitrophenol absorbance 415 nm; inhibition, % at 12.8 µM; hit rate 0.34% among 370,000; AID 720702;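 active means inhibition above the mean of all tested compounds plus 3 SD, set per campaign, cut at about 25% in these data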;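 further: 0% = DMSO with enzyme and 100% = buffer with substrate but no TDP2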
Target sequence (O95551 whole entry, looked up): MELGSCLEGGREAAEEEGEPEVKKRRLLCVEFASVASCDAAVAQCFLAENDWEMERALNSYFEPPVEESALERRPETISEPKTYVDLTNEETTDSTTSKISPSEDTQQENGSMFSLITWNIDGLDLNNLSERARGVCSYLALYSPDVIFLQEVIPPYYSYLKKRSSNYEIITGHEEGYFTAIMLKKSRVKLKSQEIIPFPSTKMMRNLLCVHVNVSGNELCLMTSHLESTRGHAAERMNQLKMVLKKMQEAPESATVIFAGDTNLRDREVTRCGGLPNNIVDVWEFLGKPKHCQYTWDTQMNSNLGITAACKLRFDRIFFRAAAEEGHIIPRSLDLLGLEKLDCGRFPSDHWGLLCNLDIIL
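Evaluation: % inhibition relative to enzyme-containing and enzyme-free wells. Material: recombinant human TDP2. Benchmarks: enzyme-free and DMSO wells. Timing: enzyme reaction with compound for 2 h at 37 °C. Compound dosing: 12.8 µM only. Measured by: p-Nitrophenol epi absorbance. Reagent: T5PNP substrate at 5 mM, a TopII-DNA adduct mimic. Replication: single well per compound.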
Rev-erbA mod: Rev-erb alpha (human) modulation; activity, % at 10 µM; P20393; Rev-erbα–FITC-DNA binding, fluorescence polarization, 90 min; hit rate 0.79% among 370,000;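 active means activity above about 14%, limit read from the data; passing the limit was not always enough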;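 further: 0% = DMSO wells with 35 nM protein and 100% = DMSO wells with 750 nM protein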
An asterisk follows results filed as active; / = not tested or not shown; ! = not active in a repeat. This is a subset; the hit share may differ from the screen's.

SMILES	rCAG RNA binder	SIAE primary	TCR CD3 inh	mABHD4 FP	PG9 Ab binder	PRMT1 FP inh	LEDGF integ inh	HTRA1 inh	TDP2 inh	Rev-erbA mod
CC(C)c1ccc(-c2nnc(N)s2)cc1	1	-1	0	2	-3.4	7	0	-3	-4	3
CCn1c(C(C)NC(=O)c2cccc(C)c2)nc2ccccc21 (stereo not given)	0	-5	0	3	-0.2	-4	1	-6	-5	0
CCN1CCN(C(=O)C2CCN(c3nnc(C)c4c(C)n(-c5ccc(C)cc5)nc34)CC2)CC1	-14	4	1	-14	2.0	2	4	1	-7	4
COC(C[C@@H]1O[C@@H]1[C@H](O)[C@@H](C)OCc1ccccc1)OC	-3	0	-4	6	0.4	1	0	0	7	3
Cc1[nH]n(-c2ccccc2)c(=O)c1/C=N/N1C(=O)c2cccc3cccc(c23)C1=O	3	2	-2	0	-1.4	2	1	-1	31*	-1
COc1ccccc1NC(=O)N(C)C[C@@H]1OCc2ccccc2-c2c(n(C)c3ccccc23)C(=O)N([C@H](C)CO)C[C@@H]1C	6	0	9	2	-1.9	0	-1	-18	-5	-1
FC(F)(F)c1cc(CO[C@@H]2CCCN[C@@H]2c2ccccc2)cc(C(F)(F)F)c1	3	-6	13	4	0.5	-4	2	-2	-23	1
COC(CNC(=O)c1ccc2c(c1)ncn2-c1ccc(F)c(F)c1)OC	-1	3	-3	1	-0.3	1	-4	-2	2	2
COc1ccc(CNC(=O)C2CCC(CNc3c(N4CCC(C)CC4)c(=O)c3=O)CC2)cc1 (stereo not given)	-5	1	-2	-9	-0.9	-4	0	-2	-9	-3
Fc1cccc(Cc2c(-c3ccccc3)nc3c4ccccc4ccn23)c1	5	-11	-7	-23	2.1	8	0	/	-6	3
Cc1ccc(C(=O)Nc2ccc(C(=O)N3CCCCC3)cc2)o1	-5	2	1	4	-3.6	-3	0	-4	4	-4
COCCCNC(=O)C(CC(N)=O)NC(=O)OCc1ccccc1 (stereo not given)	-1	-1	-5	-5	1.4	-2	-1	16	17	4
O=C1CC(NS(=O)(=O)c2cc(F)ccc2F)CN1c1cccc(F)c1 (stereo not given)	2	1	4	4	1.6	1	0	-2	5	3
CCCN1C(=O)/C(=C/c2c(NCCCOCC)nc3c(C)cccn3c2=O)SC1=S	-4	-24	-1	4	0.0	-1	-1	-2	3	-3
O=C(NCc1ccccn1)c1cn(-c2ccccc2)nc1-c1ccc(Cl)cc1	-1	-8	7	2	0.2	-5	-3	-19	2	2
COc1ccc(NC(=O)c2sc3ncn(CC(=O)N4CCCCC4)c(=O)c3c2C)cc1OC	7	1	2	7	-0.3	-1	-1	0	-16	-3
CCOCCCNC(=O)C(NC(=O)c1ccc(NC(C)=O)cc1)c1ccc(Cl)cc1 (stereo not given)	-2	-1	11	4	0.3	-3	0	11	-4	6
CC(=O)N1N=C2c3ccccc3CCC2C1c1cccs1 (stereo not given)	-6	9	-9	-5	-1.6	1	3	/	-5	7
CCN1C2OC3OC4C(OC3OC2N(CC)S1(=O)=O)N(CC)S(=O)(=O)N4CC (stereo not given)	-4	1	6	3	0.6	-2	-5	1	-10	-6
O=S(=O)(NCCc1ccncc1)c1cc(Br)ccc1F	-2	-3	4	0	0.7	1	0	2	8	2
Cc1ccc(Cl)cc1NC1=C/C(=N\S(=O)(=O)c2cccs2)c2ccccc2C1=O	9	7	-2	22	-2.4	0	10	40*!	23	3
O=c1ccc(/C=C/c2ccccc2)nn1Cc1ccccc1	-5	-9	-4	-10	1.0	-3	1	-18	4	3
CCOc1ccc2oc(C(=O)N3CC(C)OC(C)C3)c(C)c2c1 (stereo not given)	-5	1	5	4	-0.4	1	3	-1	9	-2
CCn1c(CCCOc2ccc(Cl)cc2Cl)nnc1SCC(=O)Nc1cccc(F)c1	3	-5	2	0	-1.6	-2	1	2	-8	4
COCCN(C(=O)CNC(=O)c1cccs1)C(C(=O)NC(C)(C)C)c1ccccc1 (stereo not given)	-5	6	6	-2	-0.8	1	1	1	6	2
Remaining list, next part
SMILES	rCAG RNA binder	SIAE primary	TCR CD3 inh	mABHD4 FP	PG9 Ab binder	PRMT1 FP inh	LEDGF integ inh	HTRA1 inh	TDP2 inh	Rev-erbA mod
COc1ccc(C(=O)N2CCN(c3ccc(C(C)=O)cc3)CC2)cc1S(=O)(=O)N1CCCC1	3	3	11	-3	0.8	0	-2	17	-1	3
COc1ccc(C(=O)NCC(O)CN2CCOCC2)cc1[N+](=O)[O-] (stereo not given)	-1	-2	5	-3	0.3	-2	0	2	25*	6
COc1cccc(/C=N/NC(=O)C[n+]2ccccc2)c1OC	-3	3	-4	2	-1.6	0	1	-1	-5	0
CCC1(CC)Nc2ccccc2C(=O)N1c1ccc(NC(C)=O)cc1	1	3	6	2	-0.2	-1	0	-4	-5	1
CCOC(=O)C1(C/C(C)=N/NC(N)=O)CC(C)OC1=O (stereo not given)	0	4	2	-4	-0.6	-3	3	7	-4	7
Cc1ccc(C(=O)N/N=C2/NC(=O)CC(C(=O)Nc3ccccc3)S2)cc1 (stereo not given)	8	5	0	8	-2.1	2	2	-3	-5	1
CN(C(=O)c1cccs1)C1(C)CCS(=O)(=O)C1 (stereo not given)	-2	3	-2	-6	-0.9	1	-2	-1	-12	-2
Cn1ccc(NC(=O)c2ccc(Cl)cc2)n1	1	8	-5	-1	0.0	-2	0	1	-3	4
CC(C)(C)Nc1nc(N2CCCC2)nc(N2CCCC2)n1	-3	-4	0	2	0.9	-1	-1	-2	-13	1
CNC(=S)N/N=C1\CC(c2ccccc2)Oc2ccccc21 (stereo not given)	2	6	0	-15	0.1	0	1	-8	1	-4
C[C@H](CO)N1C[C@H](C)[C@@H](CN(C)C)Oc2c(NS(=O)(=O)c3cccs3)cccc2C1=O	1	0	4	-3	5.2	-6	3	-3	-3	-2
CC(=O)c1ccc(NC(=O)CCc2c(C)nn(-c3ccc(N4CCOCC4)nn3)c2C)cc1	-5	2	9	-6	1.2	-2	3	2	-5	9
Cc1nn(C)c(Sc2ccccn2)c1[N+](=O)[O-]	2	-2	4	0	-3.5	-4	2	/	-4	-1
Cc1cc(C)cc(NC(=O)C2CCCN(S(=O)(=O)c3cnc[nH]3)C2)c1 (stereo not given)	-2	2	5	-3	-1.2	0	-2	-2	4	-8
COc1cc(/C=C2\C(=N)N3N=C(CC(=O)N4CCOCC4)SC3=NC2=O)cc(OC)c1OC	16	6	6	4	-0.1	-2	3	-2	14	-1
O=c1cc(C=NNc2ccccc2)[nH]c(=O)[nH]1	2	5	4	8	-13	2	-3	3	4	-7
CSc1ccc(/C=C/C(=O)OCC(=O)c2ccc[nH]2)cc1	7	0	-3	-11	-1.4	6	-4	1	-5	0
COC(=O)CNC(=O)CN1C(=O)N(c2cccc(Cl)c2)C(N(O)C(=O)Nc2cccc(Cl)c2)C1(C)C (stereo not given)	-2	2	-4	-6	-0.7	-2	2	-2	-1	2
COc1ccc(OCCCC(=O)NCCc2ccc(OC)c(OC)c2)cc1	-2	1	-2	8	-1.8	4	-3	-3	-2	3
CN(c1ccccc1)S(=O)(=O)c1cccc(C(=O)OCC(=O)NCCCN2CCCC2=O)c1	-6	3	-2	-1	0.7	-4	3	3	1	2
COc1cc(C(C)=O)ccc1OCC(=O)N1CCCC1c1ccc2c(c1)OCCCO2 (stereo not given)	1	0	2	-3	-0.7	-3	-2	0	0	5
COC(=O)C1=C(C)N(Cc2ccccc2)C(=NCCc2ccccn2)N[C@H]1c1cccc(F)c1	5	0	6	10	-0.5	3	-3	-6	7	-1
O=C(Cc1ccccn1)Nc1ccccc1	0	1	5	1	0.3	-1	-2	-2	-5	2
COC/C=C/C1=CC2=CC(=O)C(C)(OC(=O)c3cnc4ccccc4n3)C(=O)C2=CN1c1ccc(OC)cc1 (stereo not given)	19	9	5	18	-5.6	8	1	31	3	-4
CCOC(=O)C1=C(COC(=O)CCOc2ccc(OCC)cc2)NC(=O)NC1C (stereo not given)	2	-1	-5	2	1.7	0	-6	12	-4	7
The results go on.
SMILES	rCAG RNA binder	SIAE primary	TCR CD3 inh	mABHD4 FP	PG9 Ab binder	PRMT1 FP inh	LEDGF integ inh	HTRA1 inh	TDP2 inh	Rev-erbA mod
COCCn1c(C)cc(O)c(C(=O)Nc2cccc(Cl)c2)c1=O	2	5	6	2	-2.9	-3	5	-2	0	2
Oc1cc2ccccc2nc1-c1ccccc1Cl	0	2	1	5	-0.3	1	1	7	-3	3
O=C(Nc1ccc(F)c(F)c1)NC1CCCCC1	-1	-3	3	2	-1.0	0	0	-6	-4	/
O=C(CNc1cc(S(=O)(=O)N2CCOCC2)ccc1NCC1CCCO1)Nc1ccccc1F (stereo not given)	-2	0	5	3	-0.3	2	1	-5	0	0
O=C(CCc1ccccc1)NCc1ccncc1	-3	-3	-2	1	-1.2	6	-5	9	-1	-4
Cc1ccccc1NC(=S)NCCC(c1ccccc1)c1ccccc1	-1	-11	-8	-33	-0.1	-2	2	-36	-10	2
COc1ccc(CCN(Cc2cccs2)S(=O)(=O)c2ccc(S(=O)(=O)N3CCCCCC3)cc2)cc1OC	1	0	8	4	-0.6	0	1	7	11	3
CCOC(=O)c1ccccc1NC(=O)Nc1ccc(OC)c(OC)c1	-3	7	-5	1	3.5	0	-2	4	-10	-3
Cn1cccc1CC(=O)N/N=C/c1cccc2ccccc12	9	-2	-4	0	-2.3	4	1	-14	-7	-2
COc1ncnc2c1ncn2CCCN(C)Cc1ccco1	0	-3	-5	-4	-0.5	3	-2	2	0	-3
Cc1ccc(C(C)C)cc1S(=O)(=O)Nc1ccncc1	-2	2	-8	4	-2.0	0	-1	8	6	-2
Cc1cccc(CCNS(=O)(=O)c2ccc(S(=O)(=O)NC3CCCC3)cc2)c1	3	2	1	-18	0.0	2	0	-17	-17	-4
Cc1noc(C)c1C1(O)CCCCCCCCCCC1	0	-6	7	-2	-2.0	-3	0	-3	0	11
COc1ccc(OC)c(-c2nnc(-c3ccc(C)o3)o2)c1	12	-15	5	-4	-2.0	7	6	-1	-11	2
Cc1ccc(SCC(=O)Nc2ccc3c(c2)OCCO3)cc1	0	5	-3	5	-1.9	0	4	2	-1	3
CN(C)CCNc1ccc(CO)c2sc3ccc(O)cc3c(=O)c12	9	8	-2	4	-9.1	4	-4	4	-8	11
C/C(=N\NC(=S)NCCc1ccccc1)c1ccc(C)cc1	1	4	-2	-3	-1.8	0	-1	-42	-2	8
CC(CCc1ccccc1)NC(=O)C1CCCN(c2nnc(-n3cccc3)s2)C1 (stereo not given)	4	-3	2	-4	-0.2	-1	-1	-15	-4	10
COc1ccc(CNC(=O)CN(Cc2ccco2)C(=O)CNS(=O)(=O)c2ccc(F)cc2)cc1	0	1	1	1	-0.6	1	-6	5	-9	4

A portion taken from the entries so far:
SMILES	rCAG RNA binder	SIAE primary	TCR CD3 inh	mABHD4 FP	PG9 Ab binder	PRMT1 FP inh	LEDGF integ inh	HTRA1 inh	TDP2 inh	Rev-erbA mod
CC(C)c1ccc(-c2nnc(N)s2)cc1	1	-1	0	2	-3.4	7	0	-3	-4	3
CCn1c(C(C)NC(=O)c2cccc(C)c2)nc2ccccc21 (stereo not given)	0	-5	0	3	-0.2	-4	1	-6	-5	0
